TDP43 rescue: TDP-43 toxicity inhibition in yeast; TDP-43 expressing yeast growth rescue, BacTiter-Glo, 24 h; Potency, µM (highest dose often 46.1 µM), without a hit: at the top dose growth rescue (activation), hits mostly activators; 410,000 compounds, 1.8% hits; also: % of control where 0% means no effect; nearly all actives have a fitted effect of over 50% in size
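Galactose-induced TDP-43 yeast, OD600=0.02, compound pinned; 24 hr, 30 deg C; BacTiter-Glo luminescence for growth. Inhibitors of TDP-43 toxicity read as activators.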
EPAC2 antag: blocks human EPAC2 exchange factor. Potency, µM (series often up to 114 µM), for inactives: at the top dose activity, negative = inhibition, hits mostly inhibitors. 360,000 compounds, 0.18% hits. Q8WZA2. EPAC2 GEF exchange of Rap1B-BODIPY-GDP, fluorescence; also: % is scaled to controls: 0 for no effect and ±100 for the full control effect; nearly all actives have a fitted effect of over 45% in size; many of its hits are not listed in these tables
EPAC1 antag: antagonists of human EPAC1; O95398; EPAC1 GEF assay, Rap1b-BODIPY-GDP exchange fluorescence; Potency, µM (titrated, usually from 115 µM), inactives show top-dose activity change, negative = inhibition, hits mostly inhibitors; 360,000 compounds, 0.14% hits; AID 720709;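 also: plate controls were vehicle for no effect and positive control for full effect; nearly all actives have a fitted effect of over 50% in size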
PTHR1 agonist: agonists of human PTHR1 parathyroid hormone receptor; HEK293 GP2 PTHR1 cells, GloSensor cAMP luminescence, 1 h; Potency, µM (series often up to 115 µM), for the others: at the highest dose activation, actives largely listed as activators; 410,000 compounds, 0.075% hits; also: nearly all actives have a fitted effect of over 55% in size; some results filed as inactive show a strong effect at the top dose; inactives centre near -15; many of its hits are not listed in these tables
Target sequence (Q03431 whole entry, looked up): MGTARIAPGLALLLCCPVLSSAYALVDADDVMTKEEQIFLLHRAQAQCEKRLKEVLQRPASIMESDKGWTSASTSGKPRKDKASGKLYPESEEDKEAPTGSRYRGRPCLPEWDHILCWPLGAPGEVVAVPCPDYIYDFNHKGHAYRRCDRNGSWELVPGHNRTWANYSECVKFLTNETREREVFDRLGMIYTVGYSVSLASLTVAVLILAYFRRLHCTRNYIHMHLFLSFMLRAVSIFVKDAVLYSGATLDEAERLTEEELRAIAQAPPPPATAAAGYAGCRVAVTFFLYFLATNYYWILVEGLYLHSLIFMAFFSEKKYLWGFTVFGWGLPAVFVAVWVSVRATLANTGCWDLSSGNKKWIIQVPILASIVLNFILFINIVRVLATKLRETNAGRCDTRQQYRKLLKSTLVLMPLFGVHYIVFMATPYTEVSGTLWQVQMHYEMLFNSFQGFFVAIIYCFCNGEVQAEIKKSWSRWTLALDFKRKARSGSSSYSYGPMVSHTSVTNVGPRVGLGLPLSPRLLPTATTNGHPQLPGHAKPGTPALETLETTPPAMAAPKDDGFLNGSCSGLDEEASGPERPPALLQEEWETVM
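HEK-293-derived GP2 cells expressing PTHR1 and a GloSensor cAMP reporter, 3,000/well, plated overnight, given luciferin plus IBMX (each 0.5 mM as added) for 1 h at 37 °C, then compound for 1 h at 37 °C. Luminescence was read after 15 min at room temperature.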
EPAC2 ag: activates human EPAC2 exchange factor; Q8WZA2; EPAC2 activation, biochemical qHTS; response scale: 100% = 6.5 mM cAMP response; Potency, µM (titrated, usually from 154 µM), inactives show at the highest dose activation, hits mostly activators; 360,000 compounds, 0.079% hits; also: nearly all actives have a fitted effect of over 50% in size
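Each well held 100 nM EPAC2, 250 nM RAP1B-BODIPY-GDP and 50 uM GDP. Fluorescence, read at 5-min intervals to 30 min, was referenced to a 6.5 mM cAMP positive control.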
EPAC1 ag: activates human EPAC1 exchange factor. 360,000 compounds, 0.073% hits. O95398. Potency, µM (doses to about 154 µM), for inactives: top-dose activation, actives largely listed as activators. EPAC1 agonist qHTS, biochemical assay; response scale: 100% = response to 6.5 mM cAMP; also: nearly all actives have a fitted effect of over 60% in size
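Nucleotide exchange by EPAC1 (100 nM) on Rap1B–BODIPY-GDP (250 nM) in the presence of 50 uM GDP is tracked fluorescently at 480/540 nm over 30 min. Signals are normalized to a 6.5 mM cAMP control.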
FUS yeast rescue: rescues growth of FUS-expressing yeast; 390,000 compounds, 0.24% hits; AID 1347120; Potency, µM (series often up to 76.6 µM), for inactives: top-dose growth rescue (activation), most hits filed as activators; S. cerevisiae FUS-expressing, growth rescue, OD600, 24 h;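 also: plate controls were DMSO vehicle for no effect and reference control for full effect; nearly all actives have a fitted effect of over 55% in size; some results filed as inactive show a strong effect at the top dose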
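Read-out: OD at 600 nm after 24hr at 30C, reporting rescue of FUS-induced yeast toxicity. Cells at OD 0.005 in galactose (2%) minimal medium; compounds tested in a dilution series; CP55940 titration from 92uM final as control.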
aSyn yeast inh: rescues yeast growth from alpha-synuclein toxicity; Potency, µM (doses to about 46.1 µM), for the others: at the highest dose growth rescue (activation), most hits filed as activators; Yeast expressing alpha-synuclein, growth rescue, BacTiter-Glo, 24 h; 370,000 compounds, 0.14% hits; also: % of control where 0% means no effect; nearly all actives have a fitted effect of over 65% in size
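Readout is rescue of growth in alpha-synuclein-expressing yeast, so inhibitors of toxicity appear as activators. Growth after 24 hr at 30 deg C in galactose medium is quantified by luminescence.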
Active calls of the source: *; i = inactive; ? = inconclusive; · = not tested or not shown; & = joins results of further samples; [ ] = dose if it differs, or a comment. Calls follow the shape of the dose curve; as a rule, active = well fitted curve in the direction sought with a large enough effect; inconclusive = small, poorly fitted or top-dose-only effect, or another doubt; inactive = no such curve, though single readings can be large; an effect the other way counts as inactive or inconclusive. Potency is read from the fitted curve at half-maximal effect. An excerpt (hit frequency here may not be typical).

Each structure is followed by: TDP43 rescue, EPAC2 antag, EPAC1 antag, PTHR1 agonist, EPAC2 ag, EPAC1 ag, FUS yeast rescue, aSyn yeast inh
Cn1c(=O)cc(Nc2ccccc2)c2c(=O)n(-c3ccccc3)c(=O)n(-c3ccccc3)c21
    -15%[1.82 µM], 1%, -11%, -27%, 12%, 6%, 35%, 0%
O=C(O)CSc1nc2ccccc2n1-c1ccccc1
    13%, 11%, -19%, i, -1%, 5%, -12%, 2%
CC(C)CCN1CCN(Cc2ccc3nsnc3c2)CC1CCO (configuration not stated)
    -23%[0.397 µM], -8%, 13%, 4%, 1%, -8%, 12%, -3%
Cc1[nH]c(C)c(S(=O)(=O)NCc2ccc(N(C)C)cc2)c1C(=O)N1CCCC1
    2%, 1%, -5%, -24%, -1%, -18%, 20%, 2%
COc1ccc(/C(=C/Nc2cccc(Br)c2)C(C)=O)cc1OC
    6%, -22%, -15%, -38%[inhibitor], 1%, 10%, 16%, 8%
CC(C)C(=O)Nc1ncc(Cc2cccc(Cl)c2)s1
    18µM*, 3%, -9%, -41%[inhibitor], 7%, 3%, 7%, 1%
Clc1cccc(-c2nnc3n2CCCCC3)c1
    -3%, -6%, -12%, -24%, 11%, -3%, 4%, 1%
COc1cc(/C=N/NC(N)=O)ccc1OCC(=O)N1C(C)CCCC1C (configuration not stated)
    19%, 14%, 6%, i, 7%, 2%, 24%, -4%
COc1ccc(C(=O)N2CCN(c3ncnc4c(-c5ccccc5)nsc34)CC2)cc1
    -23%, 17%, 9%, -5%, 9%, -4%, -24%, 0%
COc1ccc(N2CCN(CC(=O)Nc3ccc(C)c(C)c3)CC2)cc1
    0%, -8%, -21%, -7%, 9%, 11%, -5%, 1%
CN(c1ccc(C(=O)NCc2cccnc2)cc1)S(C)(=O)=O
    5%, -1%, 6%, -7%, -11%, -1%, -15%, -8%
COc1ccccc1OCC(=O)NCc1cccs1
    ?, -8%, -5%, 11%, 9%, -1%, 23%, 1%
NC(=O)c1cccnc1Nc1cccc([N+](=O)[O-])c1
    8%, 1%, 8%, -15%, -1%, 9%, 4%, -13%
CCOC(=O)[C@H]1[C@H]2COc3ccc(C)cc3[C@@H]2N2C(=O)CN(CC3CCCO3)C(=O)[C@@]12C (some centres not stated)
    5%, -2%, -4%, -13%, 3%, -1%, 1%, -3%
Cc1c(C(=O)OCC(=O)NCc2ccccc2)oc2ccccc12
    0%, -4%, -11%, i, 0%, -6%, 10%, 1%
Cc1ccc(S(=O)(=O)NCCc2cccs2)cc1
    22%, -6%, -6%, -39%[inhibitor], 10%, 6%, -13%, 15%
COc1ccc(CNC(=O)C2(C)Cc3c(-c4cccc(C(N)=O)c4)ccnc3O2)cc1OC (configuration not stated)
    10%, ?, -18%, 1%, 10%, 0%, -1%, -1%
CC1(C)CC(=O)c2sc(NS(=O)(=O)c3ccc([N+](=O)[O-])cc3)nc2C1
    -13%, 2%, -4%, -10%, 1%, -7%, ·, 4%
COc1cc(CCC(=O)OCC(=O)N(CC(C)C)C2CCS(=O)(=O)C2)cc(OC)c1OC (configuration not stated)
    0%, 10%, 3%, -13%, 2%, 3%, 21%, -8%
O=S(=O)(c1cccc2nsnc12)N1CCN(c2ccccc2F)CC1
    16µM*, -4%, 4%, i, 18%, -1%, 5%, 14%
CC1(C)Oc2ccc(C(=O)N3CCOCC3)cc2N(CC(=O)N2CCOCC2)C1=O
    17%, 4%, -9%, -24%, -4%, -5%, -4%, 6%
Cc1cc2c(Nc3ccc(O)cc3)ncnc2s1
    -5%, -3%, 6%, -6%, 4%, 1%, -9%, 9%
CN(c1ccccc1)C(c1ccc(F)cc1)c1nnnn1C1CCCC1 (configuration not stated)
    ?, 11%, -11%, -4%[57.5 µM], 11%, -1%, 12%, -2%
COc1ccc(C(=O)N2CCc3ccccc32)cc1S(=O)(=O)N1CCOCC1
    -14%, 21%, 3%, i, 9%, 12%, ·, -12%
Cc1ccc(NC(=O)C2CCN(c3ncnc4sc(C)c(C)c34)CC2)cc1S(=O)(=O)N(C)C
    0%, -3%, -10%, -25%, 14%, 1%, 43%, 1%
O=C(CSc1nnc(NC(=O)C2CC2)s1)NCc1ccc(F)cc1
    21%, -1%, 3%, -12%, 3%, 1%, ·, -7%
COCCCN(C(=O)C(C)Oc1ccc(Br)cc1)c1c(N)n(Cc2ccccc2)c(=O)[nH]c1=O (configuration not stated)
    8%, -3%, -3%, i, 2%, 4%, ·, 2%
CCOC(=O)N1CCN(C(=O)C2CCN(c3ncnc4c3sc3cccc(F)c34)CC2)CC1
    -6%, -17%[57.1 µM], -13%, -11%[57.5 µM], 21%, 0%, 42%, 8%
COc1ccccc1-c1cc(C(F)(F)F)nc(N2CCCC2)n1
    2%, -4%, -7%, -22%, 5%, 7%, 10%, -17%
CC1CC(C)CN(C(=O)c2cc3ccccc3o2)C1 (configuration not stated)
    ?, 6%, -21%, -15%, 13%, -52%[inhibitor], 6%, 2%

Two compounds drawn at random from those above:
Each structure is followed by: TDP43 rescue, EPAC2 antag, EPAC1 antag, PTHR1 agonist, EPAC2 ag, EPAC1 ag, FUS yeast rescue, aSyn yeast inh
COc1ccccc1OCC(=O)NCc1cccs1
    ?, -8%, -5%, 11%, 9%, -1%, 23%, 1%
CCOC(=O)N1CCN(C(=O)C2CCN(c3ncnc4c3sc3cccc(F)c34)CC2)CC1
    -6%, -17%[57.1 µM], -13%, -11%[57.5 µM], 21%, 0%, 42%, 8%

Later entries.
Each structure is followed by: TDP43 rescue, EPAC2 antag, EPAC1 antag, PTHR1 agonist, EPAC2 ag, EPAC1 ag, FUS yeast rescue, aSyn yeast inh
O=C(Nc1ccccc1)c1ccc2snnc2c1
    2%, 3%, 1%, -6%, 2%, -17%, -1%, 13%
CN(C)c1ccc(/C=C/c2nc3ccccc3c(=O)[nH]2)cc1
    -27%, 13%, 5%, i, 3%, 13%, -15%, -5%
CN(C)S(=O)(=O)c1ccc(N=Cc2c(C(F)(F)F)[nH]n(C)c2=O)cc1
    9%, -5%, 1%, i, 3%, 9%, -3%, 0%
Cc1ccc(Sc2cc(N3CCOCC3)nc(-c3ccccc3)n2)cc1
    -15%, 8%, 17%, i, 3%, -1%, ·, 2%
CCOC(=O)c1ccccc1NC1c2ccccc2C(=O)N1c1ccc(C)cn1 (configuration not stated)
    15%, -19%, 1%, i, 1%, -9%, -21%, 2%
COc1ccc(NC(=O)COc2nc3ccccc3nc2N2CCOCC2)c(OC)c1
    19%, -11%, 9%, -12%, 5%, 10%, -1%, -6%
O=C1CCCN1CCCNCC(O)c1ccccc1 (configuration not stated)
    -6%, 3%, 11%, -65%[inhibitor], 4%, 4%, -4%, 9%
CCN1C(=O)[C@H]2[C@@H](c3ccc(C)cc3)N3C(=O)N(c4cccc(Br)c4)C(=O)[C@@]3(C)[C@H]2C1=O
    6%, -9%, -9%, i, 10%, 5%, -3%, 0%
Cc1csc(CNc2ncnc3ccc(-c4ccccc4Cl)cc23)c1
    ·, -15%, -5%, -17%, 5%, -8%, -14%, ·
O=S(=O)(c1ccc(F)cc1)N1CCN=C1SCc1cccc(F)c1
    24%, ?, -6%, -30%, 12%, 13%, 11%, 4%
CC(C)(C)c1ccc(COn2c(=O)c(-c3ccco3)[n+]([O-])c3ccccc32)cc1
    5%, 6%, 11%, i, 0%, -2%, -10%, ·
c1coc(CSc2ncnc3c2oc2ccccc23)c1
    -8%, 1%, 2%, -79%[inhibitor], 21%, -2%, -8%, 3%
COC(=O)COc1ccc(/C=N/NC(=O)CN(c2ccccc2OC)S(=O)(=O)c2ccccc2)cc1
    -10%, 9%, -26%, -10%, 9%, 11%, -6%, 9%
NC(=O)c1ccc(-c2ncc(-c3ccccc3)o2)cc1
    -5%, -11%, 0%, -30%, 2%, 9%, 25%, 0%
O=S(=O)(NC1CCN(Cc2ccccc2)CC1)c1cccc2cccnc12
    -7%, -4%, -7%, -7%[57.5 µM], 12%, 6%, 24%, 2%
Cc1ccccc1C(=O)NC1CCN(CC(=O)Nc2nccs2)CC1
    19%, 6%, 11%, i, 0%, 0%, 16%, 6%
Cc1ccc(NC(=O)CC2S/C(=N/N=C3\CCCc4ccccc43)NC2=O)cc1 (configuration not stated)
    -4%, -17%, ?, i, 5%, 11%, 0%, -9%
CC(OC(=O)CNC(=O)c1ccco1)C(=O)Nc1ccc(Cl)cn1 (configuration not stated)
    2%, 5%, -5%, i, 1%, -1%, 6%, 1%
COc1ccc(C)cc1NC(=O)CCNS(=O)(=O)c1cccc2nonc12
    -28%&0%, 2%, -3%, i, 0%, -6%, 6%&4%, 1%
CCOC(=O)C1=C(N)OC(CCl)=C(C#N)C1c1ccsc1 (configuration not stated)
    2%, 8%, -5%, i, 2%, -7%, -2%, -3%
COc1ccc(N(C(=O)/C=C/c2ccc(OC)c(OC)c2)C2=CC3CCC(C2)N3C)cc1 (configuration not stated)
    5%, 1%, -9%, -8%, 3%, 7%, 13%, -7%
COc1ccc(NC(=O)c2cc3cc(C)ccc3n2C)c(OC)c1
    ?, -4%, -18%, i, 7%, 1%, 12%, -9%
CCCC1=[N+](CC)CCn2c(C)ccc21
    -13%, -3%, -8%, -3%[57.5 µM], 3%, 8%, -15%, -5%
O=C(CSc1nnc(-c2ccncc2)n1Cc1ccco1)c1ccc(Cl)cc1
    9%, 0%, -14%, -16%[57.5 µM], 13%, -4%, ?, 10%
O=C(CSc1nnnn1C1CCCC1)Nc1ccccc1N1CCOCC1
    -13%, 3%, 5%, i, 3%, -10%, 13%, -2%
CC(C)(C)c1nnc2sc(SCCN3C(=O)c4ccccc4C3=O)nn2c1=O
    -23%, 10%, 11%, -36%, -5%, -2%, ?, -4%
COc1ccc(OC)c(C2C(C(=O)c3ccc(C)o3)=C(O)C(=O)N2CCN2CCOCC2)c1 (configuration not stated)
    6%, 4%, 15%, -20%, 1%, 7%, 15%, 2%
CC1=C(C(=O)N2CCOCC2)CC(CC(=O)NCCc2ccccn2)C(=O)N1CCCN1CCCC1=O (configuration not stated)
    9%, 3%, 4%, i, -2%, -15%, -9%, -8%
CCOc1ccc(NC(=O)c2ccc(NS(=O)(=O)c3cccs3)cc2)cc1
    -24%, 6%, -3%, 8%, 6%, -11%, 34%, -5%
O=c1[nH]c(NCc2ccccc2)nc2c1CCC2
    ?, -4%, 4%, -10%[57.5 µM], 1%, 7%, 7%, 1%
